Compound activity deposited in PubChem BioAssay by Broad Institute.
GSK3A inh – human GSK-3 alpha kinase inhibition | P49840 | ADP-Glo luminescence, 60 min | inhibition, % at 10 µM | actives 0.1% (n = 320,000);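 in the data active = inhibition above about 50%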;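 note: GST-tagged GSK-3 alpha with peptide substrate and 25 µM ATP; 0% = DMSO neutral wells and 100% = GW8510 positive control wells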
Target sequence (P49840 whole entry, looked up): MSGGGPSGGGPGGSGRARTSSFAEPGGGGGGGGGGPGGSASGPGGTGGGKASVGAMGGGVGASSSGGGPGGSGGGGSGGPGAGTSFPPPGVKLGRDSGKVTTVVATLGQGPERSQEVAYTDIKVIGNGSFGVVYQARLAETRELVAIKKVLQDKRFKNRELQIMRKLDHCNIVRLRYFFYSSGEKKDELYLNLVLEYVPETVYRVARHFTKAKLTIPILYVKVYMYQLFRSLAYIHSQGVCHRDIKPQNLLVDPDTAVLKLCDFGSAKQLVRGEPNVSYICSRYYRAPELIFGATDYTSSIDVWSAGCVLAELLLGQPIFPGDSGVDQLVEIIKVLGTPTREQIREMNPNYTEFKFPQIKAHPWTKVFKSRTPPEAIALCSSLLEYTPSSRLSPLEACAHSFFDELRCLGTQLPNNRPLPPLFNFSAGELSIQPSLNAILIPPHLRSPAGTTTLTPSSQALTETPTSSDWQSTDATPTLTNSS
Active calls of the source: *.

cpd	GSK3A inh	mol
1	-3	COc1ccc(C(=O)NC(C(=O)NCC2(N3CCCCC3)CCCCC2)C(C)C)cc1 (stereo not drawn)
2	-2	O=C(CSc1ccc([N+](=O)[O-])cc1)OCC(=O)N1CCCC1=O
3	-7	C=CCCN(Cc1ccccc1)S(=O)(=O)c1cc(Br)ccc1Br
4	-3	CC(C)C(NS(=O)(=O)c1cccs1)C(=O)N1CCC(C(N)=O)CC1 (stereo not drawn)
5	12	Cc1ccc2cccc(OCC(=O)N(C)CC(=O)Nc3ccc(F)cc3)c2n1
6	4	Cc1cc(OCc2cccc(S(=O)(=O)N3CCOCC3)c2)ccc1Cl
7	-2	Cc1ccc(S(=O)(=O)N2CCCCC2)cc1NC(=O)CSc1nnc(C2CC2)n1C
8	-8	O=C(COC(=O)/C=C/c1cccc(Cl)c1)NC(=O)NCc1ccccc1
9	-1	C[C@H](CO)N1C[C@H](C)[C@@H](CN(C)C(=O)Nc2ccc3c(c2)OCO3)Oc2ccc(NC(=O)Nc3ccc4c(c3)OCO4)cc2C1=O
10	-7	O=C(COC(=O)c1ccc2ncsc2c1)Nc1ccccc1Br

The list goes on, starting with the last 2 of the part before.
cpd	GSK3A inh	mol
9	-1	C[C@H](CO)N1C[C@H](C)[C@@H](CN(C)C(=O)Nc2ccc3c(c2)OCO3)Oc2ccc(NC(=O)Nc3ccc4c(c3)OCO4)cc2C1=O
10	-7	O=C(COC(=O)c1ccc2ncsc2c1)Nc1ccccc1Br
11	0	O=C(COC(=O)CN1C(=O)NC2(CCCCC2)C1=O)Nc1cc(F)ccc1F
12	-8	Cc1cc(C)nc(NS(=O)(=O)c2ccc(NC(=O)COc3ccccc3F)cc2)n1
13	1	CN1CCC(N(C)C(=O)c2ccc(Cl)c(S(=O)(=O)N(C)c3ccc(Cl)cc3)c2)CC1
14	-2	O=C(Nc1nc(-c2ccco2)c(-c2ccco2)s1)c1c(F)cccc1Cl
15	-1	CC(C)(C)OC(=O)C[C@H]1C/C=C\C[C@@H](CC(=O)N(CCO)Cc2ccccc2)C(=O)N[C@H](C(C)(C)C)COC1=O
16	0	O=C(COC(=O)c1ccc(F)cc1F)Nc1ccc(Cl)cn1
17	-1	CCN1C(=O)[C@H]2[C@@H](c3ccc(-c4ccc(F)cc4)c(OC)c3)N3CCCC[C@@]3(C(=O)OC)[C@H]2C1=O
18	1	Cn1c(-c2ccsc2)c(-c2cccs2)c2cc(Br)ccc21
19	-2	COc1ccc2sc(-c3ccc(N(C)C)cc3)c(C#Cc3cncn3C)c2c1
20	-3	CC(=O)Nc1ccc(NC(=O)C(C)OC(=O)C23CC4CC(CC(Cl)(C4)C2)C3)cc1 (stereo not drawn)

Next entries:
cpd	GSK3A inh	mol
21	-2	CCC(C)N(C(=O)CSc1nncn1C)C1CCS(=O)(=O)C1 (stereo not drawn)
22	0	COc1ccc(C(CNC(=O)c2c(C)nn(Cc3ccccc3)c2Cl)N2CCOCC2)cc1 (stereo not drawn)
23	-1	CSc1cccc(NC(=O)COC(=O)C2(c3ccccc3)CC2)c1
24	-3	CC1(c2ccccc2)NC(=O)N(CC(=O)N(c2ccccc2)C2CCS(=O)(=O)C2)C1=O (stereo not drawn)
25	-3	CC(C)c1cccc(-c2ccc3c(c2)S(=O)(=O)c2cccc(C(=O)O)c2C3=O)c1
26	0	COc1ccc(S(=O)(=O)N2CCCCCC2)cc1C(=O)N(C)Cc1c(F)cccc1Cl
27	-4	COc1ccccc1N1CC(C(=O)NC2CCCCCC2)CC1=O (stereo not drawn)
28	-1	Cc1nc(SCC(=O)NNC(=O)c2ccc(F)cc2)c2ccccc2n1
29	1	CC(C)(C)[C@@H]1COC(=O)[C@@H](Cc2ccc(F)cc2)C/C=C\C[C@H](CC(=O)N(CCO)Cc2ccccc2)C(=O)N1
30	-1	Cc1cccnc1NC(=O)CNC(=O)c1ccccc1

(listing goes on)
cpd	GSK3A inh	mol
31	-2	COc1ccccc1C(=O)Nc1ccc(OCC(=O)N2CC(C)CC(C)C2)cc1 (stereo not drawn)
32	0	Cc1ccc(C)c(S(=O)(=O)N2CCN(C(=O)/C=C/c3ccco3)CC2)c1
33	2	CCc1noc(C)c1C(=O)N1CC(C)SC1=Nc1ccc(Cl)cc1 (stereo not drawn)
34	2	C=CCNC(=O)c1c(CSc2ccccc2)noc1C(=O)NCc1ccccc1
35	4	CNC(=O)NC(=O)CSc1ccc(S(=O)(=O)N2CCOCC2)cn1
36	-4	CN1CCN(C(=O)CN2C(=O)NC(C)(c3ccc4ccccc4c3)C2=O)CC1 (stereo not drawn)
37	0	COc1ccc(S(=O)(=O)N2CCOCC2)cc1NC(=O)CSc1nnc(C2CC2)n1C
38	3	O=C(Nc1cccc(S(=O)(=O)N2CCCCC2)c1)C1COc2ccccc2O1 (stereo not drawn)
39	6	CCOc1ccc(S(=O)(=O)Nc2cccc(C(=O)N3CCN(c4ccccc4O)CC3)c2)cc1
40	-7	Cc1ccc(S(=O)(=O)Nc2cc(S(=O)(=O)N3CCOCC3)ccc2NCC2CCCO2)cc1 (stereo not drawn)

Further compounds
cpd	GSK3A inh	mol
41	-1	Cc1csc(=O)n1CCC(=O)OCC(=O)Nc1ccc(S(N)(=O)=O)cc1
42	-1	CCOC(=O)[C@H]1[C@H]2COc3ccc(C)cc3[C@@H]2N2C(=O)CN(Cc3ccc(F)cc3)C(=O)[C@@]12C
43	2	CC(NC(=O)c1ccc2c(c1)OCO2)c1cccc(C(F)(F)F)c1 (stereo not drawn)
44	-11	COc1ccccc1C(=O)Nc1ccc(OCC(=O)N2CC(C)OC(C)C2)cc1 (stereo not drawn)
45	-2	CC1CN(C(=O)c2ccc([N+](=O)[O-])s2)CC(C)O1 (stereo not drawn)
46	-1	O=C(CNC(=O)c1ccccc1F)OC1CCOC1=O (stereo not drawn)
47	-1	C=CC[C@@H](CC(=O)N[C@H](CO)Cc1ccccc1)C(=O)N[C@@H](COC(=O)[C@@H](CC=C)CC(=O)OC(C)(C)C)Cc1c[nH]c2ccccc12
48	-3	COc1ccccc1CNC(=O)c1cccc(S(=O)(=O)N(C)c2ccccc2)c1
49	0	COCC(C)NC(=O)CSc1nc2cc(S(=O)(=O)N3CCCCC3)ccc2o1 (stereo not drawn)
50	2	COc1cccc(C2=CC(=O)C[C@H](c3ccc(F)cc3)C2)c1

Continued:
cpd	GSK3A inh	mol
51	-3	Cc1ccc(S(=O)(=O)N2CCN(C(=O)c3cc(C4CC4)nc4c3cnn4C(C)C)CC2)cc1
52	-4	Cc1nc(SCC(=O)N(C)C2CCS(=O)(=O)C2)c2ccccc2n1 (stereo not drawn)
53	-1	COc1ccc([C@H]2CC(=O)C=C(c3ccc4c(c3)sc3ccccc34)C2)cc1
54	0	NS(=O)(=O)c1cccc(NC(=O)COC(=O)CC2Sc3ccccc3NC2=O)c1 (stereo not drawn)
55	-3	Cc1nn(-c2ccc(F)cc2)c(Cl)c1C(=O)NCC1CCCO1 (stereo not drawn)
56	1	CN(C)c1ccc(-c2cc3ccccc3c(=O)o2)cc1
57	3	CCc1ccccc1OCC(=O)Nc1cccc(S(=O)(=O)NCc2ccco2)c1
58	-1	CN(C(=O)COC(=O)c1cc2ccccc2oc1=O)C1CCCCC1
59	2	O=C(NCC(=O)N1CCN(C/C=C/c2ccccc2)CC1)c1ccc(OC(F)F)cc1
60	0	Cn1cc(C(CO)Cc2ccccc2)c2ccccc21 (stereo not drawn)

The list goes on:
cpd	GSK3A inh	mol
61	1	CC1CN(C(=O)COC(=O)Cc2c(F)cccc2Cl)CC(C)O1 (stereo not drawn)
62	0	O=C(NCCc1ccc(F)cc1)C1CCN(C(=O)Nc2ccccc2)CC1
63	6	Cc1ccc(C(=O)OCC(=O)Nc2ccc(C(N)=O)cc2)s1
64	1	O=C(COC(=O)c1ccc(F)c(S(=O)(=O)N2CCOCC2)c1)c1ccccc1
65	-3	COc1ccc(OC)c(S(=O)(=O)Nc2c(C)nn(C)c2C)c1
66	0	COc1cc(C)ccc1OCC(=O)OCC(=O)NCC1CCCCC1
67	1	CC(C)[C@H](NC(=O)c1ccc(Cl)cc1Cl)C(=O)NNC(=O)c1ccco1
68	-4	Cc1ccc(C)c(NC(=O)CN(C)C(=O)c2cc3ccccc3oc2=O)c1
69	-1	O=C(CCCOc1ccccc1)Nc1cccc(S(=O)(=O)N2CCOCC2)c1
70	1	CCN(CC(=O)Nc1ccc(OC)cc1)C(=O)c1ccc2[nH]c3c(c2c1)CC(C)CC3 (stereo not drawn)

Next part
cpd	GSK3A inh	mol
71	0	CCOC(=O)C1=C(COC(=O)C2CC(=O)N(c3ccc(CC)cc3)C2)NC(=O)NC1C (stereo not drawn)
72	2	COc1cc(C(=O)COC(=O)c2c(C)noc2C)cc(OC)c1OC
73	-2	Cn1cnc(C(=O)N2CCN(C(=O)OC(C)(C)C)CC2)c1C(=O)N1CCN(C(=O)OC(C)(C)C)CC1
74	1	O=C(NNC(=O)c1ccccc1Cl)c1ccc2c(=O)n3c(nc2c1)CCC3
75	-2	CC(Sc1nnc(-c2ccco2)n1-c1ccccc1)C(=O)NCC1CCCO1 (stereo not drawn)
76	-4	CC(=O)N1CCN(CCS(=O)(=O)c2ccc(Br)cc2)CC1
77	-5	COc1cc(NC(=O)c2ccc(-c3cccc(F)c3)o2)ccc1NC(=O)c1ccccc1Cl
78	0	O=C(NC(=S)Nc1ccccc1CO)C1CCCCC1
79	1	Cc1c(C(=O)NCC(C)(C)N2CCOCC2)oc2ccccc12
80	-1	CON(C)C(=O)CCC1CCCN1C(=O)OC(C)(C)C (stereo not drawn)

Part of the list above in order of SMILES length, largest number first:
cpd	GSK3A inh	mol
13	1	CN1CCC(N(C)C(=O)c2ccc(Cl)c(S(=O)(=O)N(C)c3ccc(Cl)cc3)c2)CC1
54	0	NS(=O)(=O)c1cccc(NC(=O)COC(=O)CC2Sc3ccccc3NC2=O)c1 (stereo not drawn)
72	2	COc1cc(C(=O)COC(=O)c2c(C)noc2C)cc(OC)c1OC

Among those listed so far, these contain bromine.
cpd	GSK3A inh	mol
3	-7	C=CCCN(Cc1ccccc1)S(=O)(=O)c1cc(Br)ccc1Br
10	-7	O=C(COC(=O)c1ccc2ncsc2c1)Nc1ccccc1Br
18	1	Cn1c(-c2ccsc2)c(-c2cccs2)c2cc(Br)ccc21
76	-4	CC(=O)N1CCN(CCS(=O)(=O)c2ccc(Br)cc2)CC1

Carrying on:
cpd	GSK3A inh	mol
81	3	CCCCCCSc1cc(-c2nc3cnccn3c2NCCCC)ccc1OC
82	3	COc1ccc(S(=O)(=O)Nc2ccc3c(c2)CC(=O)N([C@@H](C)CO)C[C@@H](C)[C@@H](CN(C)Cc2ccccc2)O3)cc1
83	-1	Cc1cc(-n2c(C)cc(C(=O)CSc3nncn3C)c2C)no1
84	-1	O=C(O)[C@@H]1CCCN(S(=O)(=O)c2cccc3cccnc23)C1
85	-2	O=C(CSc1ccc(Cl)cc1)NC(=O)c1ccccc1
86	0	CSc1ccc(/C=C/C(=O)OCC(=O)N2CCN(S(=O)(=O)c3ccc(C)cc3C)CC2)cc1
87	-6	CCc1cccc2c(C(=O)COC(=O)[C@@H]3CC(O)CN3S(=O)(=O)c3ccccc3[N+](=O)[O-])c[nH]c12 (stereo partly drawn)
88	0	COc1ccc(S(=O)(=O)N2CCN(C(=O)CSC(=S)N3CCCC3)CC2)cc1
89	1	CC(=O)c1ccc(OCCCC(=O)OCC(=O)Nc2c(C)nn(-c3ccccc3)c2C)cc1
90	-1	CC(=O)c1ccc(OCCCC(=O)Nc2cccc(S(=O)(=O)N3CCCCC3)c2)cc1

(next part)
cpd	GSK3A inh	mol
91	0	C=CC[C@]12CCc3ccccc3C1N(c1ccc(C(=O)OCC)cc1)C2=O (stereo partly drawn)
92	1	CCN(CC(=O)Nc1c(F)cccc1F)C(=O)Cc1c[nH]c2ccccc12
93	-1	Cc1ccc(CSc2ccc(S(=O)(=O)N3CCOCC3)cn2)cc1
94	-2	CCCCC1(C)NC(=O)N(CC(=O)N2CCc3ccccc32)C1=O (stereo not drawn)
95	0	CN(C)S(=O)(=O)c1ccc(N2CCCC2)c(C(=O)NCC(=O)Nc2ccc(F)c(F)c2)c1
96	0	Cn1cncc1C#Cc1ccc2cc(C3(O)CCCCC3)oc(=O)c2c1
97	-2	CC(C)c1ccc(S(=O)(=O)Nc2ccc3c(c2)OCO3)cc1
98	-2	COc1ccc(NC(=O)Nc2cccc3c2O[C@H](CN(C)C(=O)NC(C)C)[C@@H](C)CN([C@H](C)CO)C3=O)cc1
99	2	Cc1cc(Br)ccc1NC(=O)CN(C)C(=O)CSC(=S)N1CCCC1
100	0	CC1CCCN(C(=O)c2ccc(Br)c(S(=O)(=O)N3CCOCC3)c2)C1 (stereo not drawn)

(cont.)
cpd	GSK3A inh	mol
101	-3	Cc1cc(C)c(C#N)c(SCC(=O)Nc2c(C)n(C)n(-c3ccccc3)c2=O)n1
102	1	CCOC(=O)C1=C(C)NC(C)=C(C(=O)OCC)C1C(=O)OCC(=O)NCc1ccccc1OC
103	-2	O=C1C=C(c2ccc(Oc3ccccc3)cc2)C[C@@H](c2ccc3c(c2)OCO3)C1
104	2	CN(C)S(=O)(=O)c1cc(NC(=O)COC(=O)CC2Sc3ccccc3NC2=O)ccc1Cl (stereo not drawn)
105	-2	C[C@H](NC(=O)c1ccc(Cl)cc1)C(=O)OCn1nnc2ccccc2c1=O
106	-2	CC(C#N)N1CCN(S(=O)(=O)c2ccc3c(c2)CCC3)CC1 (stereo not drawn)
107	-2	CCOC(=O)c1c(C)[nH]c(C(=O)OCC(=O)N(C)c2c(N)n(Cc3ccccc3)c(=O)[nH]c2=O)c1C
108	-1	C[C@H]1[C@H](NC(=O)C(=NOC(C)(C)C(=O)O)c2csc(N)n2)C(=O)N1S(=O)(=O)O
109	2	CC(=O)c1ccc(N2CCN(C(=O)c3ccc(S(=O)(=O)NCc4ccco4)cc3)CC2)cc1
110	2	O=C1CCC(C(=O)OC(C(=O)Nc2cc(Cl)cc(Cl)c2)c2ccccc2)=NN1 (stereo not drawn)

An excerpt; rates above refer to the full screens.
